Source: PubChem BioAssay
Redox H2O2 prof: compounds producing H2O2 with reducing agent – biochemical, NIH compound library profiling, artefact control for MLSCN library redox annotation, primary screen; activation, % at 10 µM; AID 878; hit rate 0.03% among 200,000; DTT-dependent redox cycling H2O2, phenol red/HRP absorbance; 100% = 100 µM peroxide control, 0% = buffer;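 active = activation of at least 50% relative to the plate's high and low controls in the primary single-dose screen; inactive = activation below 50%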;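 also: compound incubated with DTT at 0.8 mM final as the reducing agent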
Diaph inh CS: counter-screen for diaphorase-based assays: diaphorase inhibitors and chemical oxidizers | diaphorase resazurin-to-resorufin fluorescence, NADH, 16 min; bacterial (C. kluyveri) enzyme, not human | inhibition, % at 20 µM | hit rate 0.69% among 190,000 | AID 1217;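 active = primary screen inhibition at 20 µM above a set limit, cut at about 50% in these data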;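 also: plate controls were DMSO with full reaction for no effect and wells lacking NADH for full effect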
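Benchmarks: positive control wells lacking NADH, neutral wells with DMSO only. System: bacterial diaphorase enzyme (C. kluyveri). Input: 0.14 U/mL diaphorase, enzyme working solution. Detection: resorufin fluorescence, excitation 544 nm, emission 590 nm. Times: 16-min room-temperature incubation before reading.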
Diaph act CS: diaphorase activation or chemical reduction counter-screen. Diaphorase/resazurin coupled assay, resorufin fluorescence, 16 min; active compounds read high; 1 = vehicle wells, 0 = NADH-free wells. activation factor at 20 µM. hit rate 0.005% among 190,000;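 active = diaphorase activity raised at least twofold by the compound at 20 µM; inactive = activation factor below 2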
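Assay system: Purified diaphorase enzyme from Clostridium kluyveri | Amount: Enzyme 0.07 U/mL final | Dosing: Compound 20 µM once, DMSO 1% | Timing: 16 min reaction at room temperature | Detection: Fluorescence, excitation 544 nm and emission 590 nm | Evaluation: Higher resorufin formation from activation or reduction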
PMI act satM6P: PMI (human) activation, high substrate | P34949 | coupled PMI enzyme assay, resazurin fluorescence, 20 min; active compounds read high; 1 = untreated enzyme, 0 = substrate-free blank | activation factor at 20 µM | hit rate 0.34% among 190,000 | AID 1216;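 active = activation factor of 2 or more at 20 µM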
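Test system: human phosphomannose isomerase with PGI, G6PDH, diaphorase coupling enzymes; Amount: PMI at 15 ng/mL final; Reagent: Mannose-6-phosphate 1.0 mM (near-saturating) plus 0.22 mM NADP+; Timing: 20 min, room temperature; Technique: resorufin fluorescence at Ex 544/Em 590 nm; Dosing: 20 µM single dose.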
Hsp70 activator: transcriptional activators of Hsp70; HeLa Hsp70 promoter luciferase reporter, luminescence; scaled: vehicle 0, proteasome-inhibitor control 100%; activation, % at 10 µM; hit rate 0.04% among 200,000; AID 1203;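 active = activation above the mean across all tested compounds plus 3 SD, cutoff set per campaign, cut at about 5.5% in these data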;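 also: 100% = MG132 at 30 µM as the positive control and 0% = DMSO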
S1P3 antag: S1P3 (human) receptor antagonism | inhibition, % at 4.98 µM | hit rate 0.27% among 170,000 | AID 485 | CHO S1P3 NFAT-BLA reporter, FRET fluorescence, antagonist mode | Q99500;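 active = inhibition above the plate cutoff, the mean inhibition of test wells on that plate plus 3 SD, cut at about 28% in these data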;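 also: cells challenged with S1P at its EC80 of 0.8 µM; blue over green emission ratio from cleaved BLA substrate after 4 h stimulation; 0% = S1P-stimulated wells and 100% = unstimulated DMSO-only wells; some compounds past the cut are filed as inactive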
RAM network inh: inhibitors of the yeast RAM network | S. cerevisiae dse1pr::URA3 reporter, 5-FOA growth OD615, 2 d; analog-sensitive cbk1-as2 kinase mutant strain | inhibition, % at 50 µM | hit rate 1.8% among 190,000 | AID 868;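 active = inhibition above a set limit, 3 SD over mean compound inhibition, cut at about 8.4% in these data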;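 also: 0% = DMSO-only wells with no growth and 100% = 10 µM 1-NA-PP1 full growth; inhibition rescues growth on 5-FOA so higher OD means more RAM inhibition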
TLR4 MyD88 comp: TLR4-MyD88 interaction inhibition in cells; O00206+Q99836; HeLa CL3-4 TLR4/MyD88 BLA complementation, FRET ratio; inhibition, % at 8.4 µM; hit rate 0.18% among 200,000; in the data active = inhibition above about 25%;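 also: 0% = vehicle and 100% = reference inhibitor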
Target sequence (O00206 whole entry, looked up): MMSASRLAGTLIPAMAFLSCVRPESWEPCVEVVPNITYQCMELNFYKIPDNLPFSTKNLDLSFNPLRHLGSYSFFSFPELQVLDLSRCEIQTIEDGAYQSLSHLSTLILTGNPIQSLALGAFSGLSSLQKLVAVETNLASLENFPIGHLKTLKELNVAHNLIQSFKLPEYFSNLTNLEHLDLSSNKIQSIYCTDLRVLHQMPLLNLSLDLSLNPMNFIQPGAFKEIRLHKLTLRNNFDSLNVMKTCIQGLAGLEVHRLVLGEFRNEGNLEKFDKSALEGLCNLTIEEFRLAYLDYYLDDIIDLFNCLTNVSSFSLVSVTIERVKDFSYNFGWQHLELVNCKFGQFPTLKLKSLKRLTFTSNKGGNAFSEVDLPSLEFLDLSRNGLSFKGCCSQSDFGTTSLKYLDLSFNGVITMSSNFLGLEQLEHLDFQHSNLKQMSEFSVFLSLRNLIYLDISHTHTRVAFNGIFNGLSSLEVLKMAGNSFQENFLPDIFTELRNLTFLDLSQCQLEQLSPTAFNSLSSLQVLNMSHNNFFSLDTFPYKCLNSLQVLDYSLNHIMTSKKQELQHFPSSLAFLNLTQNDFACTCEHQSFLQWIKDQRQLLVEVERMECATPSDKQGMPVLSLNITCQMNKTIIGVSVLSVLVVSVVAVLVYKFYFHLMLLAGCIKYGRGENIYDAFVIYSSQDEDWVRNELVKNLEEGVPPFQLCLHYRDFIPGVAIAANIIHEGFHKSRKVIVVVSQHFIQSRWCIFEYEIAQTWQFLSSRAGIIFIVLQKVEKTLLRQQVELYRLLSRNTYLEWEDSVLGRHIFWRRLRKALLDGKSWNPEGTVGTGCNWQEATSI
Target sequence (Q99836 whole entry, looked up): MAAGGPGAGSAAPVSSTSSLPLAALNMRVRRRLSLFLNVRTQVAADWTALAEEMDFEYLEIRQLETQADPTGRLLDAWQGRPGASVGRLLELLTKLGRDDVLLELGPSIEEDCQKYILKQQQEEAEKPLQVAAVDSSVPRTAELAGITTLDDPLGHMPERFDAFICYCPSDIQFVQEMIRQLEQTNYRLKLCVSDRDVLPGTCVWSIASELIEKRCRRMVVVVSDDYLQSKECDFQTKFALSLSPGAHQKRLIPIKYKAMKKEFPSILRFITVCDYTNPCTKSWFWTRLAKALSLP
PMI activator: phosphomannose isomerase (human) activation; P34949; purified human PMI, coupled resazurin fluorescence, 20 min; active compounds read high; 1 = vehicle control, 0 substrate-free wells; activation factor at 20 µM; hit rate 0.005% among 190,000; AID 1214;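 active = activation factor of 2 or more at 20 µM, relative to plate controls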
L major viab: Leishmania major promastigote growth inhibition. hit rate 9% among 200,000. inhibition, % at 10 µM. AID 1063. Leishmania major promastigotes, resazurin fluorescence viability;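 also: promastigotes grown with compound for 44 hours at 28 °C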
G6PDH CS: inhibits Leuconostoc G6PDH, flagging false hits in G6PDH-based assays; Purified L. mesenteroides G6PDH, diaphorase/resazurin coupled fluorescence, 45 min; inhibition, % at 5 µM; AID 1020; hit rate 0.12% among 200,000
Numbers without * were called inactive; nt = not tested or not shown. Rule as the data show it, unless noted: active = inhibition above about 50%; inactive = the rest.

SMILES	Redox H2O2 prof	Diaph inh CS	Diaph act CS	PMI act satM6P	Hsp70 activator	S1P3 antag	RAM network inh	TLR4 MyD88 comp	PMI activator	L major viab	G6PDH CS
COc1ccc(NC2=C3CC(C)CC=C3N(c3ccc(OC)cc3)C2=O)cc1 (stereo not drawn)	0.2	21	0.8	0.8	-0.4	-18	5.1	11	1	-1	3
Cc1ccc(S(=O)(=O)N(C)c2c(C)ccc(S(N)(=O)=O)c2C)cc1	0.0	12	0.9	0.9	-0.2	1	0.2	0	0.9	10	-1
Cc1noc(C)c1C(=O)NC(C)C12CC3CC(CC(C3)C1)C2 (stereo not drawn)	-0.3	12	0.9	1.1	-0.2	-33	2.8	-11	1.1	11	3
Cc1nc2cc(NC(=O)c3ccc(N4C(=O)CCC4=O)cc3)ccc2s1	-0.6	13	0.9	0.9	-0.4	-15	1.0	3	0.9	-6	-3
O=C(O)CCN1C(=O)c2ccc(NC(=O)c3cccs3)cc2C1=O	1.0	8	0.9	1	0.0	-18	0.3	4	1	-7	10
CS(=O)(=O)N(CC(=O)NCCC1=CCCCC1)c1ccc2c(c1)OCO2	0.1	-13	1.1	1.1	-0.3	-42	-0.6	-6	1	-2	13
Cc1ncc(CN2CCCC(CCC(=O)NCc3ccc(F)c(F)c3)C2)s1 (stereo not drawn)	-0.2	1	1	1	0.0	-3	1.3	-5	1	88*	7
COCCN(C(=O)Cn1nnc2ccccc21)C(C(=O)NC1CCCCC1)c1ccc(OC)cc1OC (stereo not drawn)	1.1	19	0.8	0.9	-0.2	nt	2.3	-8	0.9	-3	5
Cc1oc2c(C)c(O)ccc2c(=O)c1-c1cnn(-c2ccccc2)c1	3.6	-6	1.1	1.1	-0.3	nt	1.7	0	1.1	9	12
C=CCNc1nc(Nc2ccc([N+](=O)[O-])cc2)nc(N2CCCC2)n1	-0.4	25	0.8	0.8	0.1	-4	2.6	2	0.8	81*	-2
COc1c(F)c(F)c(C(=O)Nc2ccccc2N2CCN(C(C)=O)CC2)c(F)c1F	0.6	8	0.9	1	-0.1	-23	1.6	-6	0.9	-3	1
Cc1cc(Oc2nc3c(C)cccn3c(=O)c2/C=C(\C#N)S(=O)(=O)c2ccc(Cl)cc2)ccc1Cl	0.9	9	0.9	1	-0.1	1	6.3	-9	0.9	80*	-11
COc1ccc(Cl)cc1N1C(=O)C2CCCN2C1c1ccccc1F (stereo not drawn)	-1.3	11	0.9	1	-0.3	-35	1.8	0	1	-3	-1
O=C(Nc1nnc(SCc2ccc(F)cc2)s1)C1CC(=O)N(Cc2ccccc2)C1 (stereo not drawn)	-0.2	15	0.8	1	-0.2	-10	0.9	6	0.8	54*	4
COC(=O)NNC(=O)COc1ccccc1C	0.1	15	0.8	0.7	-0.1	-2	2.5	-8	1	-5	-6
O=C(CC12CC3CC(CC(C3)C1)C2)N1CCCOC1	-0.2	8	0.9	1.1	-0.2	-21	0.2	4	1.1	-2	10
O=c1[nH]c(Cc2ccccc2)nc2c1oc1ccccc12	2.7	6	0.9	0.9	-0.5	-14	5.2	-10	0.8	-6	11
COc1ccccc1Cn1c(=O)c2ccccc2n2c(Sc3ncnc4sccc34)nnc12	-0.3	13	0.9	1.1	-0.4	5	0.3	1	1	89*	4
Cc1cc(Cl)c(S(=O)(=O)N(C)C)cc1OCC(N)=O	-1.1	17	0.8	0.9	-0.3	nt	-0.3	-4	0.9	1	5
N/C(Cc1ccccc1)=N\OC(=O)c1cccc2ccccc12	0.8	7	0.9	1	-0.3	-22	0.0	10	1	97*	0
O=C(CS(=O)(=O)Cc1ccccc1)N1CCN(c2cccc(C(F)(F)F)c2)CC1	-0.8	14	0.9	1	-0.5	-56	1.3	3	0.9	-1	1
O=C(Cc1ncc(C(F)(F)F)cc1Cl)Nc1cccc(Br)c1	4.8	8	0.9	0.9	-0.1	nt	3.2	-2	0.9	21	7
CNc1nc(C)c(C(=O)OCc2ccccc2)s1	0.7	12	0.9	0.9	0.1	5	0.7	16	0.9	-1	-3
CC(=O)OC(C(=O)NCCN1CCOCC1)c1c(F)cccc1F (stereo not drawn)	-0.1	15	0.8	1	0.6	-2	-0.3	-25	0.9	-4	4
CCc1ccc(NC(=O)C(=O)NCC(O)c2ccccc2)cc1 (stereo not drawn)	0.9	-2	1	1	-0.2	-7	3.9	6	1	-5	9

One compound at a time, as listed above. Values in the order: Redox H2O2 prof	Diaph inh CS	Diaph act CS	PMI act satM6P	Hsp70 activator	S1P3 antag	RAM network inh	TLR4 MyD88 comp	PMI activator	L major viab	G6PDH CS
COc1ccccc1Cn1c(=O)c2ccccc2n2c(Sc3ncnc4sccc34)nnc12 is entered as -0.3	13	0.9	1.1	-0.4	5	0.3	1	1	89*	4
O=C(Cc1ncc(C(F)(F)F)cc1Cl)Nc1cccc(Br)c1 is entered as 4.8	8	0.9	0.9	-0.1	nt	3.2	-2	0.9	21	7
Cc1nc2cc(NC(=O)c3ccc(N4C(=O)CCC4=O)cc3)ccc2s1 is entered as -0.6	13	0.9	0.9	-0.4	-15	1.0	3	0.9	-6	-3

The list continues.
SMILES	Redox H2O2 prof	Diaph inh CS	Diaph act CS	PMI act satM6P	Hsp70 activator	S1P3 antag	RAM network inh	TLR4 MyD88 comp	PMI activator	L major viab	G6PDH CS
Cc1ccc(OC(F)F)c(NC(=O)Nc2cccc(C(F)(F)F)c2)c1	-0.1	23	0.8	0.8	-0.2	nt	2.6	-2	0.8	21	10
Cc1cc(NC(=O)c2c(Br)c(C)nn2C)no1	-0.1	9	0.9	0.9	-0.3	-14	-1.2	-3	0.9	0	8
COc1ccc(C/C(N)=N/OC(=O)c2cccc([N+](=O)[O-])c2)cc1	0.4	20	0.8	0.9	0.0	4	1.4	-9	0.8	63*	10
COC(=O)c1sc2ccccc2c1NC(=O)c1ccc(S(=O)(=O)N2CC(C)CC(C)C2)cc1 (stereo not drawn)	-0.2	20	0.8	0.8	-0.3	-13	4.6	-4	0.8	-2	-14
CC(=O)c1ccc(N2CCN(C(=O)c3ccc(Br)cc3)CC2)c(F)c1	-0.5	13	0.9	0.4	-0.2	35	-0.8	0	0.8	7	1
OC(C#CCN1CCCC1)c1ccccc1 (stereo not drawn)	2.3	-2	1	1	-0.1	-13	1.2	-2	1	3	7
O=c1c2c([nH]c3ccccc13)C(=C1CCCC1)CC2	-0.1	40	0.6	0.9	-0.1	-10	1.7	-3	1.1	7	0
Cc1ccc(/C=N/N2CCN(Cc3ccccc3)CC2)cc1	-0.1	4	1	1	-0.2	10	2.0	11	1	-4	5
O=C(C1=C[C@H](c2csc3ccccc23)C[C@H](OCc2ccc(CO)cc2)O1)N1CCN(Cc2ccc3c(c2)OCO3)CC1	0.3	15	0.9	1	0.1	0	0.1	-5	0.9	66*	6
CC(=O)c1c(C)[nH]c(C(=O)Nc2ccc(Cl)c(S(=O)(=O)N(C)C)c2)c1C	-0.5	4	1	0.9	0.0	0	0.4	-2	1	17	-2
CC(OC(=O)CCC(=O)c1cccs1)C(=O)Nc1ccccc1[N+](=O)[O-] (stereo not drawn)	0.1	-3	1	1.1	0.0	-14	1.5	-8	1.1	-4	4
N/C(=N\OC(=O)c1ccc(Cl)cc1Cl)c1ccccc1	3.1	18	0.8	0.8	0.6	nt	3.5	-4	0.9	-1	15
Cc1ccc(NC(=O)C(C)Sc2nc(=O)cc(N)n2-c2ccccc2)cc1 (stereo not drawn)	0.4	-2	1	1.1	-0.2	nt	0.0	-3	1	-1	5
O=C(CN1CCCCC1)NC(=O)NCc1ccccc1	-0.1	-8	1.1	1.1	0.0	0	0.7	4	1.2	-8	10
CC(=O)C(=Cc1cc(C)n(-c2ccccc2)c1C)C(C)=O	0.3	-1	1	1.1	-0.1	2	2.1	4	1.1	-5	6
Cc1ccc(C#N)c(SCc2cc3c(cc2Cl)OCO3)n1	-0.8	17	0.8	1	-0.3	nt	4.9	5	1	-2	5
O=C(Nc1nc2n(n1)C(c1ccccc1)C=C(c1ccccc1)N2)c1ccco1 (stereo not drawn)	-2.9	14	0.9	1.6	0.0	1	-0.3	6	1.6	2	3
CCOC(=O)c1nnn(-c2nonc2-n2cccc2)c1CN1CCC(C(=O)OCC)CC1	0.2	3	1	0.9	-0.4	nt	0.4	-2	0.9	2	6
O=C(CN1C(=O)C2CC=C(Cl)CC2C1=O)Nc1ccc(C(=O)O)cc1 (stereo not drawn)	14	-9	1.1	1.1	-0.5	nt	0.2	4	1	-10	24
CCCN1C(=O)/C(=C/c2nc3ccccc3c(=O)[nH]2)c2ccccc21	-0.6	22	0.8	1	0.0	-5	2.2	-7	1	100*	6
Cc1cc(OC(C)C)nc(-c2ccccc2O)n1	0.2	13	0.9	0.9	-0.2	nt	0.4	-22	1	-2	-4
CCOc1cc(C(=O)Nc2ccc(F)cc2)cc(Br)c1OC	-0.6	26	0.7	0.9	-0.2	20	3.4	-2	0.9	44	-2
O=C(NCCc1c[nH]c2ccccc12)c1cncc(Br)c1	0.0	7	0.9	0.9	0.0	-3	0.0	-11	1	1	8
CCO[C@@H]1OC(C(=O)O)=C[C@H](c2ccc(C(F)(F)F)cc2)[C@H]1CCCO	0.2	-12	1.1	1.1	-0.2	10	0.1	-6	1.1	-3	9
COc1ccccc1-n1nnnc1SCc1cc2c(cc1Br)OCO2	3.4	12	0.9	0.8	-0.5	-12	9.5*	1	0.8	27	4
CCOC(=O)c1c(NC(=O)C2=C(C)NC(=S)NC2c2ccc(F)cc2F)sc(C)c1C (stereo not drawn)	-0.1	18	0.8	0.9	-0.4	-6	2.5	7	0.8	27	-24
Cc1ccc(S(=O)(=O)c2nc(Nc3ccccc3N3CCOCC3)sc2Cl)cc1	-0.1	15	0.9	1	-0.2	nt	3.6	-5	1	9	6
CCOC(=O)N1CCC(NC(=O)c2cc(C(=O)NCc3ccc(F)cc3)ccc2CO)CC1	-0.2	12	0.9	1	0.1	-33	1.6	2	0.9	-7	4
CCOc1ccc(-c2[nH]nc3c2C(c2cccnc2)C(C#N)=C(N)O3)cc1 (stereo not drawn)	-0.3	-1	1	1.1	-0.3	8	1.6	-9	1	14	0
COc1cccc(CN2CCNC(=O)C2CC(=O)NCc2cn3ccccc3n2)c1OC (stereo not drawn)	-1.1	22	0.8	0.9	0.5	-19	0.5	12	1.2	-3	16
